Screens from PubChem BioAssay.
NPR2 activator: GC-B (human) receptor activation | 370,000 tested, 0.11% active | activation, % at 10 µM | AID 1920062 | HEK293-GC-B cells, CNP EC30, cGMP TR-FRET; 0% at EC30 CNP, 100% saturating CNP | P20594;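 active means activation at 10 µM reaching about 35% in either raw or pattern-adjusted values, limit read from the data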
rCAG binder: binds r(CAG) RNA repeats | inhibition, % at 3 µM | AID 651821 | r(CAG) RNA repeat, TO-PRO-1 dye displacement fluorescence | 370,000 tested, 1.3% active;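 active means inhibition above the plate cutoff, the mean of all test compounds on that plate plus 3 SD, cut at about 35% in these data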;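 further: 0% = DMSO alone and 100% = 100 µM mitoxantrone as full dye displacement; higher means more dye released from RNA so lower well fluorescence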
ASAP1 inh: ASAP1 ArfGAP inhibition; 360,000 tested, 0.19% active; inhibition, % at 16.5 µM; ASAP1-stimulated ARF1 GTP hydrolysis, GDP FP detection; Q9ULH1; AID 624377; in the data active means inhibition above about 25%;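 further: 0% = vehicle with enzyme and substrate and 100% = no enzyme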
mABHD4 FP: inhibitors of mouse ABHD4 | purified mABHD4, FP-Rh probe fluorescence polarization | AID 720543 | inhibition, % at 8.92 µM | Q8VD66 | 370,000 tested, 0.54% active;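 active means inhibition exceeding the mean over every tested compound plus 3 SD, cut at about 30% in these data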;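 further: 0% = plate median of compound wells and 100% = S159A mutant with DMSO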
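Doses – 8.92 µM, single dose · Material – wild-type mouse ABHD4 protein · Replication – single well per compound (singlicate) · Measure – percent inhibition of probe binding, normalized to plate controls · Schedule – 45 min compound pre-incubation plus 60 min probe step, 25 °C · Detection – fluorescence polarization with parallel and perpendicular emission, 525/598 nm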
ARFGAP1 inh: rat ARFGAP1 inhibition. Q62848. Arfgap1-stimulated ARF1 GTP hydrolysis, GDP FP detection. inhibition, % at 16.5 µM. 360,000 tested, 0.26% active. AID 651572;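 active means inhibition above a per-plate limit, mean inhibition of low control wells plus 3 SD, cut at about 25% in these data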;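 further: 0% = DMSO wells with enzyme and 100% = wells lacking Arfgap1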
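System: truncated rat Arfgap1 GAP domain / Medium: HEPES-based buffer, pH 7.5 / Also added: N-terminally truncated human ARF1-GTP substrate / Incubation: enzyme reaction 120 min at 25 °C after 20 min preincubation / Measured by: FP of antibody-bound GDP Alexa 633 tracer, ex 620/em 688 nm / Replicates: singlicate, each compound tested once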
SMARCA2 act: increases SMARCA2 function in MMTV reporter cells. MG213 cells, MMTV-luciferase reporter, dexamethasone, overnight. activation, % at 9.1 µM. 370,000 tested, 1% active; in the data active means activation above about 7.8%;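 further: 0% = vehicle wells and 100% = reference activator wells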
NPR1 activator: GC-A (human) enzyme activation; P16066; HEK293 GC-A cells, cGMP TR-FRET, EC30 ANP; 0% at EC30 ANP, 100% saturating ANP; 370,000 tested, 0.14% active; activation, % at 10 µM; AID 1671463; in the data active means activation above about 40%
PG9 Ab binder: PG9 antibody binding by small molecule. 360,000 tested, 0.43% active. inhibition, % at 6.7 µM. TR-FRET gp120-PG9 antibody binding; in the data active means inhibition above about 8.5%
HTRA1 inhibitor: HTRA1 (human) protease inhibition | Q92743 | recombinant HTRA1, FP-rhodamine activity-based probe, fluorescence polarization | inhibition, % at 5.96 µM | 340,000 tested, 0.5% active | AID 504803; in the data active means inhibition above about 36%;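 further: 0% = enzyme with DMSO and 100% = wells lacking enzyme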
Target sequence (Q92743 whole entry, looked up): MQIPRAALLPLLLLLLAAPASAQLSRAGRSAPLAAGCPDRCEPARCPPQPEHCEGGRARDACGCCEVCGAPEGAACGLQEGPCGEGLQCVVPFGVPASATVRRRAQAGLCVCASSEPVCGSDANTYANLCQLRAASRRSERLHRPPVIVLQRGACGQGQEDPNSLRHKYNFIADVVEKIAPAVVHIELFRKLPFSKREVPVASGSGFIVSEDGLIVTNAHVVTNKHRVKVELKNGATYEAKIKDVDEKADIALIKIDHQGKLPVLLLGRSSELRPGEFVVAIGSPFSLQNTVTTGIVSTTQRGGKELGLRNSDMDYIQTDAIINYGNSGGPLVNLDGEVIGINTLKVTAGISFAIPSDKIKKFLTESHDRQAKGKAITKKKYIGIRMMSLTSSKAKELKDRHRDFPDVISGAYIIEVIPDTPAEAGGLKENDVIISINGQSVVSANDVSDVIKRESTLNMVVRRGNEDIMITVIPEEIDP
NR1D1 modulator: Rev-erb alpha (human) modulation; AID 1259318; Rev-erbα–FITC-DNA binding, fluorescence polarization, 90 min; activity, % at 10 µM; 370,000 tested, 0.79% active; P20393;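 active means activity above about 14%, limit read from the data; passing the limit was not always enough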;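 further: 0% = DMSO wells with 35 nM protein and 100% = DMSO wells with 750 nM protein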
Target sequence (P20393 whole entry, looked up): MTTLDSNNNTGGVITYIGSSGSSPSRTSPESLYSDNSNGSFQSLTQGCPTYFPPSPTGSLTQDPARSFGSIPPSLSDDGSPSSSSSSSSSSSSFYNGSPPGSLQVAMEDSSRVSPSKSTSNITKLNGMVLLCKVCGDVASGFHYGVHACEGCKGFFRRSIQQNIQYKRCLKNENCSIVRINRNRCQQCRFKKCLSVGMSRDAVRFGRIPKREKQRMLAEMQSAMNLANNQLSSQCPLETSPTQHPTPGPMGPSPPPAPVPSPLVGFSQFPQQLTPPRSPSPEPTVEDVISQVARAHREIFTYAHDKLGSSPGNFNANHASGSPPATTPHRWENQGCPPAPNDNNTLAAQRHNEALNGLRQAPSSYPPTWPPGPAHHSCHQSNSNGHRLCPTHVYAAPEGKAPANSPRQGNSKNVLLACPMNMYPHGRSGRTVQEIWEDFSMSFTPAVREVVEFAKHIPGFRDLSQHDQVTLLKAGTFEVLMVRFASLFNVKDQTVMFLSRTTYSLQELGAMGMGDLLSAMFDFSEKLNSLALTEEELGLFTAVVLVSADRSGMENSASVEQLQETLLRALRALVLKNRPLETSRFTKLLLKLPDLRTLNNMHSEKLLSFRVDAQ
The depositor's hits bear a star; . = no result given; & = joins results of further samples.

SMILES | NPR2 activator | rCAG binder | ASAP1 inh | mABHD4 FP | ARFGAP1 inh | SMARCA2 act | NPR1 activator | PG9 Ab binder | HTRA1 inhibitor | NR1D1 modulator
CC1(C)SC(C)(C)N(C=O)C1C(=O)O (configuration not stated) | 3.5 | 1.0 | -0.4 | 8.8 | 9.9 | -4.6 | 3.3 | 1.4 | 1.4 | -0.5
COc1ccc(C(=O)CN2C(=O)NC3(CCCCCC3)C2=O)cc1 | 3.1 | 1.1 | 4.5 | 2.1 | 4.1 | 6.9 | 3.9 | -3.2 | -4.8 | -2.6
CN(N=Cc1ccc(N(C)C)cc1)C(=O)c1ccccc1N | 5.4 | 0.0 | 2.6 | 1.8 | 4.0 | -3.9 | 1.6 | -4.4 | . | 2.1
Cc1cc(/C=N/NC(=O)C(=O)NCc2ccccn2)c(C)n1-c1ccccc1 | -6.5 | -4.8 | -0.3 | 5.4 | 2.2 | 0.7 | -1.9 | -0.5 | 6.0 | -2.4
C[C@H]1CN([C@@H](C)CO)C(=O)c2cc(-c3cccc(C(=O)N(C)C)c3)cnc2O[C@H]1CN(C)C(=O)Cc1ccccn1 | -4.3 | 0.6 | -16.3 | 0.3 | -9.6 | 1.9 | 2.6 | 0.7 | 4.0 | -9.1
CCCn1nc(C(=O)NCCc2ccc(S(N)(=O)=O)cc2)c2ccccc2c1=O | 1.6 | 1.5 | 1.1 | -1.1 | -6.4 | -2.0 | -5.1 | -2.1 | -10.7 | -0.5
COC(=O)C1(C)NC(c2cccc(C)c2)C2C(=O)N(c3ccc(F)cc3)C(=O)C21 (configuration not stated) | 3.4 | 0.4 | 15.7 | 0.5 | -9.2 | 5.2 | -0.3 | -1.6 | 6.0 | -0.5
CC(=O)Nc1ccc(Sc2ncccc2C(=O)Nc2ccc(OC(F)(F)F)cc2)cn1 | -8.4 | -10.4 | -3.8 | -4.9 | 5.8 | -4.2 | -0.9 | -0.1 | -2.4 | 2.2
COCCNC(=O)C(C)OC(=O)c1cc2occc2n1C (configuration not stated) | -1.8 | -0.8 | -0.1 | 0.1 | 5.8 | 0.3 | 1.1 | -1.7 | -5.2 | 0.2
CCOC(=O)c1cc(C(=O)Nc2cccc(C)c2)nn1C | -0.7 | -5.8 | 9.6 | 0.3 | -1.5 | 4.7 | -0.7 | 0.8 | -4.2 | -0.5
O=C(CN1CCCC1)Nc1ccc(F)cc1 | -3.3 | -2.6 | -3.8 | -7.0 | -5.3 | -6.8 | 2.9 | -4.2 | 5.8 | -2.9
Cc1sc2ncnc(SC(C)C#N)c2c1C (configuration not stated) | 2.7 | -3.1 | 1.0 | -3.3 | 3.9 | 5.5 | 1.4 | 0.6 | -13.0 | 6.4
CCCCCCC(=O)N(O)C1CC(=O)N(c2ccc(Br)cc2)C1=O (configuration not stated) | -4.6 | 19.4 | 1.6 | 4.6 | 1.6 | -1.1 | 10.4 | 0.6 | -39.4 | -3.4
CC(=O)N1CCC(N(CCCOC(C)C)C(=O)Nc2ccc(C)c(C)c2)CC1 | 0.8 | -7.9 | -6.0 | 4.4 | -7.7 | 5.9 | -5.7 | -0.5 | 2.3 | 0.8
CCCOC(=O)C1C2C=CC(C3CC23)C1C(=O)OCC(=O)c1ccccc1 (configuration not stated) | -4.7 | -8.0 | -5.0 | 6.8 | -3.6 | -1.0 | 1.6 | -1.4 | -9.1 | -0.2
OC1(c2ccc(Cl)cc2)CCN(Cc2cn[nH]c2-c2ccccc2)CC1 | -17.1 | -7.0 | -8.2 | -0.4 | 5.8 | 0.2 | -19.4 | -1.0 | 3.5 | -0.6
CCOc1ccccc1NC(=O)c1ccc(F)c(S(=O)(=O)N2CCC3(CC2)OCCO3)c1 | 5.3 | -3.3 | 2.8 | -7.3 | 0.1 | -1.7 | 3.0 | 1.4 | -4.1 | -3.4
Cn1c(C23CC4CC(CC(C4)C2)C3)n[nH]c1=S | 3.9 | -1.2 | 0.7 | -4.9 | -3.9 | -1.1 | 1.1 | -0.5 | -2.4 | 1.5
CCOc1cc(S(=O)(=O)NC2CCCC2)ccc1Cl | 0.7 | -4.7 | -4.6 | -10.6 | 3.5 | 0.5 | -1.1 | 0.2 | -2.8 | 3.4
Cc1cnc(C(=O)OCC(=O)NC2CCCCCC2)cn1 | 0.5 | -2.0 | -3.0 | -2.8 | -6.7 | -4.6 | 0.4 | -3.1 | . | -4.4
C[C@@H]1CN([C@H](C)CO)C(=O)Cc2cc(NC(=O)Nc3ccccc3)ccc2O[C@@H]1CN(C)C(=O)Nc1ccc2c(c1)OCO2 | 0.9 | 11.8 | 9.8 | 0.3 | 13.7 | -1.0 | 1.9 | 0.2 | -10.8 | -4.0
Cc1ccc(NC(=O)C(=O)C2C(=O)Nc3ccccc32)cc1 (configuration not stated) | 3.0 | 0.8 | 9.6 | 6.5 | -7.8 | 1.7 | -2.4 | -0.6 | -2.2 | 0.4
Cc1c(Cl)cccc1NC(=S)C(=C([O-])c1ccc(Cl)s1)[n+]1ccccc1 | 0.8 | 5.5 | -6.6 | 3.9 | 0.3 | 2.9 | -1.7 | -1.5 | -3.5 | 1.3
S=C(NCc1cccnc1)Nc1ccc2c(c1)OCO2 | 3.3 | 3.3 | -8.9 | 3.2 | 0.2 | -2.2 | 0.2 | -2.2 | 3.2 | -1.4
CC(C)OC(=O)CN1C(=O)C(=O)c2ccccc21 | -3.1 | -0.1 | -5.5 | 6.3 | 4.2 | 1.0 | 0.8 | -0.8 | -2.8 | -5.1
CC(C)c1csc(CN2CCC(C(=O)Nc3cccc(-c4ccco4)c3)CC2)n1 | -8.2 | 29.1 | -6.4 | -20.8 | -11.0 | -4.5 | -4.7 | -0.2 | -35.5 | 2.3
Cc1ccc(NC(=O)CC2COc3ccccc3O2)cc1 (configuration not stated) | -0.2 | -0.8 | 5.2 | -9.7 | -0.2 | 1.2 | 6.7 | -1.7 | -13.6 | 9.4
NNC(=O)c1cn2ccccc2n1 | 4.4 | 4.2 | -1.2 | -1.5 | 11.3 | 0.3 | 2.7 | 0.9 | -1.7 | -2.8
[O-][n+]1cccc2c(Br)cc(Br)c(O)c21 | 2.1 | 6.9 | 9.8 | 16.9 | 6.1 | -1.5 | 7.4 | 0.2 | 71.5* | -1.5
CCCCn1nnnc1C1(C)CCC(=O)N1C1CC1 (configuration not stated) | 3.4 | 2.8 | -7.2 | -1.8 | -1.9 | -0.7 | 6.4 | -0.4 | . | -6.4
O=C(O)COc1ccc2c(c1)O/C(=C\c1ccco1)C2=O | 7.3 | 15.2 | -1.7 | 19.0 | 17.4 | 0.3 | -2.5 | -6.9 | 3.6 | -0.4
CN(Cc1ccccc1)S(=O)(=O)c1ccc(Cl)c(C(=O)NCCCN2CCOCC2)c1 | 0.3 | -6.6 | -0.9 | -17.7 | 4.8 | -2.9 | 2.7 | -0.9 | 3.5 | -4.7
COc1cc2ccccc2cc1C(=O)Nc1ccc(N2CCN(C(=O)C(C)C)CC2)cc1 | 2.8 | -0.1 | -10.7 | -3.7 | 4.2 | -0.6 | -3.0 | -2.7 | 4.8 | -1.5
Cc1noc(/C=C/N(C)C)c1S(=O)(=O)N1CCN(c2ccc(F)cc2)CC1 | -1.6 | 22.3 | 10.4 | -0.9 | -14.4 | -1.1 | -12.0 | 1.2 | -23.0 | -2.9
Cc1cc(SCCOc2ccc(Br)cc2)nc(N)n1 | -2.0 | 2.7 | 8.9 | -8.1 | 20.2 | -5.5 | 9.9 | -0.9 | -12.6 | 2.0
COc1ccc(C(CNC(=O)c2cccc(S(=O)(=O)Nc3ccccc3OC)c2)N2CCOCC2)cc1 (configuration not stated) | 5.7 | -0.2 | 10.6 | -4.1 | -1.2 | 0.3 | -2.7 | -1.3 | -7.7 | 10.1
CN(C)c1ccc(/C=C(/C#N)C(=O)Nc2nc3c(s2)CCN(Cc2ccccc2)C3)cc1 | 6.6 | 2.0 | 11.4 | 0.3 | -5.5 | 8.9* | -1.5 | -0.1 | -10.5 | 18.2
COc1ccc(-c2cc3nc(NCc4ccc(C)cc4C)n(C)c(=O)c3s2)cc1OC | 14.7 | 5.8 | 4.1 | -13.1 | -10.8 | -7.9 | 3.4 | 13.1* | . | 11.6
COc1ccccc1NS(=O)(=O)c1cccc(NC(=O)c2cncc(Br)c2)c1 | -4.7 | 9.5 | 7.4 | -2.5 | 13.0 | -4.3 | -3.8 | -0.6 | -21.6 | 2.4
Fc1ccc(C2Nc3cccc4cccc(c34)N2)cc1 | -5.8 | 8.3 | -8.0 | 9.0 | 10.1 | -0.4 | -3.2 | -2.8 | 11.8 | 0.6

Ordered by the number under ARFGAP1 inh (rising): 3 from the list above.
Compound | ARFGAP1 inh
Cc1noc(/C=C/N(C)C)c1S(=O)(=O)N1CCN(c2ccc(F)cc2)CC1 | -14.4
CN(C)c1ccc(/C=C(/C#N)C(=O)Nc2nc3c(s2)CCN(Cc2ccccc2)C3)cc1 | -5.5
S=C(NCc1cccnc1)Nc1ccc2c(c1)OCO2 | 0.2

(more compounds)
SMILES | NPR2 activator | rCAG binder | ASAP1 inh | mABHD4 FP | ARFGAP1 inh | SMARCA2 act | NPR1 activator | PG9 Ab binder | HTRA1 inhibitor | NR1D1 modulator
COC(=O)[C@H](c1ccccc1Cl)N1CCc2sccc2C1 | -6.8 | 0.5 | 3.3 | 7.5 | -1.0 | -2.5 | -6.5 | -2.1 | -0.3 | 0.2&0.3
CSc1nc(NCC(C)O)c2c3c(sc2n1)CN(C)CC3 (configuration not stated) | -3.6 | -2.7 | -12.3 | -1.0 | -5.1 | 0.9 | 7.2 | 2.1 | 7.3 | 5.7
CSc1ccccc1C(=O)N1CCN(c2ccc(F)cc2)CC1 | 6.3 | -1.0 | -1.9 | -2.8 | -3.6 | -1.2 | -0.3 | -0.5 | 0.3 | 4.0
C=CCCC(=O)N1CCC(n2nccc2NC(=O)CCCc2ccccc2)CC1 | 3.1 | -5.8 | -6.3 | 3.4 | 5.5 | -0.6 | -0.8 | -2.9 | 0.4 | -6.6
CCN(CC)CCCNC(=O)CC1Sc2ccccc2NC1=O (configuration not stated) | 1.4 | 0.8 | -7.6 | -6.0 | -18.9 | -2.0 | -1.0 | 1.0 | 4.5 | -0.3
Cc1cc(C)n(CC(C)C(=O)O)n1 (configuration not stated) | 5.7 | 1.1 | 9.1 | -1.6 | 6.5 | 0.7 | -2.4 | -1.4 | 7.9 | -2.2
O=C(Nc1ccc(Cl)cc1)C1CCN(C(=O)c2cccs2)CC1 | -2.2 | 1.2 | 5.2 | -8.1 | -15.6 | 2.9 | -1.1 | -0.9 | 1.1 | -2.5
CCOc1ccc(CCNS(=O)(=O)c2cc3c(cc2C)NC(=O)CO3)cc1OCC | 0.5 | 2.5 | 1.6 | -0.3 | 5.0 | -0.2 | 1.9 | 1.5 | 2.6 | -0.7
Cc1nnc(SCC(=O)Nc2ccc(O)cc2)c2ccccc12 | 0.9 | 2.4 | -3.9 | 10.9 | -7.1 | -1.3 | -3.1 | -0.9 | -7.7 | -6.2
